Assay outcomes (PubChem)
beta cell repl: MIN6 beta-cell proliferation induction; MIN6 cells proliferation, ATPlite luminescence, 48 h; cells starved in 0.2% serum; 100% = growth in 10% serum; proliferation, % at 10 µM; 330,000 compounds, 0.29% hits;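 active = compounds whose signal lies at least 3.5 SD above the mean of all wells on their plate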;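 note: 0% = DMSO-treated cells in low-serum medium and 100% = 10% serum control; some compounds called inactive have numbers as strong as hits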
tim10-1 inh: tim10-1 yeast growth inhibition; S. cerevisiae tim10-1 ts strain growth, BacTiter-Glo, 24 h; 330,000 compounds, 2.2% hits; inhibition, % at 20 µM;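 active = inhibition of at least 40%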;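 note: mutant grown at 25 °C; 0% = DMSO wells with yeast and 100% = wells holding no yeast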
TIM10 inh: inhibits growth of TIM10 yeast strain | 330,000 compounds, 1.4% hits | inhibition, % at 10 µM | S. cerevisiae TIM10 strain growth, BacTiter-Glo luminescence, 24 h | AID 463195;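 active = inhibition of 40% or more at the single tested concentration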;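 note: wild-type TIM10 isogenic control strain grown at permissive 25 °C; 0% = DMSO yeast wells and 100% = minimal medium wells without yeast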
MPTP block: blocks calcium-induced mitochondrial swelling; isolated mouse mitochondria, Ca2+ swelling absorbance, 30 min; inhibition, % at 10 µM; 360,000 compounds, 1.4% hits; AID 602449;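 active = inhibition of 50% or more, scaled per plate between neutral and stimulator controls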;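 note: 0% = DMSO wells given calcium and 100% = 1 mM EGTA wells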
NLRP3 yeast inh: NALP3 inhibition in yeast | AID 2825 | inhibition, % at 10 µM | Yeast reconstituted NLRP3/ASC/caspase-1, beta-gal luminescence, 24 h | 330,000 compounds, 0.39% hits;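 active = inhibition of 50% or more; inactive = inhibition below 50%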;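 note: plate controls were induced DMSO wells for no effect and uninduced yeast grown without galactose for full effect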
GRIN3A LBD mod: NR3A (human) ligand-binding domain modulation; NR3A LBD differential scanning fluorimetry, Tm shift; 0% = protein alone, 100% = glycine-bound protein; Tm shift relative to glycine control, % at 25 µM; 340,000 compounds, 2.5% hits;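 active = melting temperature shift of at least 10% of the positive control shift, at one fixed dose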
APJ antag: APJ receptor antagonism; 330,000 compounds, 0.32% hits; inhibition, % at 20 µM; AID 2521; CHO-K1 APJ beta-arrestin complementation, luminescence; P35414;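 active = inhibition above about 40% at 20 µM, limit read from the data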;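 note: cells challenged with 10 nM apelin-13 agonist together with compound; plate controls were apelin-13 plus DMSO wells for no effect and DMSO wells lacking apelin-13 for full effect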
Target sequence (P35414 whole entry, looked up): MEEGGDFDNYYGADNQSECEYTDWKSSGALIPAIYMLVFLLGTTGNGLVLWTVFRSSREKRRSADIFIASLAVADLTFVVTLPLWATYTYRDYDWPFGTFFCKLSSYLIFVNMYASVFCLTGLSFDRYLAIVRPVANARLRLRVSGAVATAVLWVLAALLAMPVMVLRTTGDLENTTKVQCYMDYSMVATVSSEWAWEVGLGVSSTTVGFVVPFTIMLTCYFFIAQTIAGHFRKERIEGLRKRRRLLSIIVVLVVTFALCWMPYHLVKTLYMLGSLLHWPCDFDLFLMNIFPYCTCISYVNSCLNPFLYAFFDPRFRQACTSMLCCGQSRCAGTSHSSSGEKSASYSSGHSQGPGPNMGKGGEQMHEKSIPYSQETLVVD
tim23-1 inh: tim23-1 yeast growth inhibition. S. cerevisiae tim23-1 growth, BacTiter-Glo luminescence, 24 h. inhibition, % at 20 µM. 330,000 compounds, 1.3% hits. AID 463212;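 active = growth inhibition of the mutant yeast at or above 50%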;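 note: temperature-sensitive mutant grown at 25 °C; plate controls were DMSO-treated mutant yeast for no effect and medium wells lacking yeast for full effect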
APJ ag: APJ receptor agonism | P35414 | activation, % at 20 µM | 330,000 compounds, 0.11% hits | CHO-K1 APJ PathHunter beta-arrestin, luminescence; 0% DMSO wells, 100% apelin;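 active = activation more than six SD over the plate average, tested at 20 µM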;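 note: 0% = DMSO alone and 100% = apelin-13 at 10 nM; some results filed as inactive read as strong as hits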
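Test system – PathHunter CHO-K1 APJ (AGTRL-1) beta-arrestin reporter cells · Input – 1000 cells/well · Compound – single test compound dose, 20 µM final, 1% DMSO · Times – compound stimulation 90 min at 25 °C, detection 60 min · Technique – beta-gal luminescence · Read-out basis – APJ–arrestin association signal · Control set – negative DMSO alone, positive Apelin-13 at 10 nM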
An asterisk follows results filed as active; x = not tested or not shown; & = joins results of further samples.

structure	beta cell repl	tim10-1 inh	TIM10 inh	MPTP block	NLRP3 yeast inh	GRIN3A LBD mod	APJ antag	tim23-1 inh	APJ ag
CSc1ccccc1-c1nnc(-c2ccccc2)o1	-3	19	14	-3.6	18	-2	-3	44	-5
O=C(CC12CC3CC(CC(C3)C1)C2)NC(=S)NCc1ccccc1	-7	21	36	0.9	8	0	0	29	-3
Cc1ccc(NC(=O)CSc2n[nH]c(-c3ccncc3)n2)cc1C	-1	-11	-6	0.5	14	-29	-32	3	5
CC(C)S(=O)(=O)c1csc(C(=O)Nc2ccc(F)cc2)c1N	-2	25	23	2.3	29	-18	2	31	-3
O=C(Nc1cccc(C(=O)O)c1)/C(=C/c1cccc([N+](=O)[O-])c1)NC(=O)c1cccc(Br)c1	0	15	13	-1.0	13	-15	1	5	0
O=S(=O)(NC1CCCCC1)c1ccc(Cl)nc1	-1	-11	-3	0.2	33	-2	-3	10	1
O=C(c1ccc(-n2cncn2)c([N+](=O)[O-])c1)N1CCN(S(=O)(=O)c2ccccc2Br)CC1	4	-11	0	-0.9	18	1	-20	4	5
O=C(Nc1ccc(N2CCOCC2)c(Cl)c1)c1ccc2c(c1)OCCO2	-2	-6	-1	0.5	21	7	-6	14	0
C=CCN1C(=O)/C(=C2/Sc3ccc(OC)cc3N2C)SC1=NCc1ccccc1	-2	-1	-17	2.1	13	0	4	-3	-2
CCC1(c2ccc(F)cc2)NC(=O)N(CC(=O)N2c3ccccc3NC(=O)C2(C)C)C1=O (stereo not given)	7	1	2	0.8	6	2	-1	-3	-2
CCC(COC(=O)Nc1ccccc1)NC(=O)OC(C)C (stereo not given)	-3	-3	-3	0.4	24	-8	-13	14	-2
CC1CCN(C(=O)CSc2nnc(CSc3ncccn3)n2C)CC1	1	10	-3	-1.4	4	1	-7	-6	-3
O=C(NNC(=O)c1ccccc1-n1cccc1)c1cncc(Br)c1	-1	-9	-1	-1.3	8	1	9	-3	-4
CN1CC(=O)N(CC(=O)Nc2ccc(F)cc2)c2ccccc2C1=O	-3	9	19	-0.9	11	-1	2	7	-3
Cc1ccccc1C(=O)NC(=S)N(CCO)Cc1ccccc1	-3	4	-6	-0.6	22	-1	12	12	-4
COc1ccc(CNC(=O)C2Cc3cc(S(=O)(=O)N4CCCC4)ccc3N2C(C)=O)c(OC)c1 (stereo not given)	5	1	4	-0.7	2	-2	-9	7	-1
Cc1cc(C)n(-c2nnc(C)n2NC(=O)c2cccc(Cl)c2)n1	2	9	2	-0.7	9	-2	3	-1	8
CN1CCN(C(=O)/C(=C/c2cn(S(=O)(=O)N(C)C)c3ccccc23)NC(=O)c2ccccc2)CC1	-3	-4	12	-0.2	13	1	6	-9	-1
CCOc1ncccc1C(=O)Nc1nnc(C(CC)CC)s1	0	-6	3	1.0	7	-2	7	-7	-4
O=C(Nc1cc(S(=O)(=O)N2CCCCC2)ccc1Cl)c1ccc(F)cc1	5	6	6	0.3	-9	2	-1	15	-4
COc1ccc(Cl)cc1NC(=S)N(Cc1ccccc1C)CC1CCC(C(=O)O)CC1 (stereo not given)	-2	23	15	-0.7	0	-2	8	16	-4
Cc1nc(N2CCCCC2)c2c(C)c(C(=O)Nc3ccc4c(c3)OCCO4)sc2n1	-6	46*	16	-0.6	10	2	-14	49	-1
CC(=O)N(c1ccccc1C)S(=O)(=O)c1ccc(Cl)cc1	-3	3	-1	-0.9	20	-2	-5	24	-1
CCN(CC)CCCN1C(=O)C(=O)/C(=C(/O)c2ccc3c(c2)OCCO3)C1c1ccco1 (stereo not given)	1	13	5	0.2	2	-2	2	9	-3
CC1CC(C(F)(F)F)n2nc(C(=O)O)cc2N1 (stereo not given)	3	2	-3	-0.9	-4	1	14	3	-2
Cn1c(SCC#N)nnc1-c1cccnc1	0	4	4	0.2	8	-1	16	0	0
COc1ccc(S(=O)(=O)N2CCN(Cc3ccccc3)CC2)cc1OC	-2	-2	-1	0.7	8	3	-16	8	-3
Cc1c(OCC(=O)N[C@H](C(=O)O)c2ccccc2)ccc2c3c(c(=O)oc12)CCCC3	2	-8	-1	0.6	6	-2	-6	-8	-1
CCOC(=O)C1=C(N)Oc2c(c(=O)[nH]c3ccccc23)C1c1ccccc1 (stereo not given)	0	17	13	1.7	6	2	-13	5	1
Cc1cc(C)n(-c2nc(Nc3ccccc3C(F)(F)F)nc(-n3nc(C)cc3C)n2)n1	-4	38	32	-6.9	21	-46	5	25	6
CN(C)Cc1ccccc1Sc1ccc2c(c1)CCCC2	-3	17	6	10	9	3	5	1	-3
CCC(C)[C@H](NC(=O)NCC1CCCO1)C(=O)OC (stereo not given in full)	-2	18	-15	-1.3	-7	0	2	-2	-2
Cc1ccc(NC(=O)c2ccc(CNc3c(N4CCC(C)CC4)c(=O)c3=O)cc2)cc1	-2	-11	7	0.8	-4	0	-13	-2	-2
O=C(O)C1CC(c2ccccc2)=NO1 (stereo not given)	-2	8	9	1.6	6	6	22	11	-1
Cc1noc(C)c1COc1ccc(C(=O)Nc2nnc(CC(C)C)s2)cc1	2	10	6	0.2	-12	0	-8	0	-5
C=CCn1c(N)c(C(=O)Nc2ccc(C)c(C)c2)c2nc3ccccc3nc21	-3	16	15	2.9	-7	24*	-9	-30	-2
CC1CCc2c(C(=O)Oc3cccc(-n4cnnn4)c3)csc2C1 (stereo not given)	-2	22	14	4.8	37	-9	9	36	-1
COc1ccc(OC)c(C(=O)NC(CC(N)=O)c2ccc(NCc3ccc(F)c(F)c3)c([N+](=O)[O-])c2)c1 (stereo not given)	-4	-21	3	0.6	18	-11	5	0	5
CCN(C(=O)COC(=O)CNC(=O)c1ccc2ccccc2c1)C1CCS(=O)(=O)C1 (stereo not given)	-2	-4	-5	0.4	-9	5	2	5	-3
CCOC(=O)C1CCN(C(=O)CNS(=O)(=O)c2ccc(Br)s2)CC1	0	9	-6	-1.3	12	0	15	25	-1
CCCCN(CC)S(=O)(=O)c1ccc(C(=O)N(CCCN(C)C)c2nc3cc(C)cc(C)c3s2)cc1	-6	35	31	-2.2	16	0	25	10	-3
O=C(COC(=O)c1ccccc1Br)Nc1ccc2[nH]c(=O)[nH]c2c1	3	7	-6	-1.0	-10	5	10	9	-1
Cc1cc([N+](=O)[O-])cc2c1NC(=O)C2(O)N1CCCCCC1 (stereo not given)	0	30	6	-0.5	-1	0	-4	18	-2
CCCOc1ccccc1NC(=O)c1ccc([N+](=O)[O-])cc1	-1	7	15	0.7	7	-1	-17	12	-2
O=C(N/N=C/c1ccc(O)cc1)c1csc2c1CCCC2	-2	-52	-12	8.1	12	2	-12	-17	0

Molecules from the list above containing a CF3 group, in the order listed:
structure	beta cell repl	tim10-1 inh	TIM10 inh	MPTP block	NLRP3 yeast inh	GRIN3A LBD mod	APJ antag	tim23-1 inh	APJ ag
CC1CC(C(F)(F)F)n2nc(C(=O)O)cc2N1 (stereo not given)	3	2	-3	-0.9	-4	1	14	3	-2
Cc1cc(C)n(-c2nc(Nc3ccccc3C(F)(F)F)nc(-n3nc(C)cc3C)n2)n1	-4	38	32	-6.9	21	-46	5	25	6

(list continues)
structure	beta cell repl	tim10-1 inh	TIM10 inh	MPTP block	NLRP3 yeast inh	GRIN3A LBD mod	APJ antag	tim23-1 inh	APJ ag
CCc1nc(CNC(=O)C2CCC(=O)N(Cc3ccccc3F)C2)no1 (stereo not given)	-1	-12	3	-1.5	14	-1	14	2	2
Cn1c(=O)[nH]c(=O)c2c1nc(Br)n2C/C=N/NC(N)=S	-1	-9	-1	x	11	x	7	-8	-1
Cc1nnc(NC(=O)CSc2nnc(Cc3cccn3C)n2CCc2ccccc2)s1	-2	14	-2	15	-3	-5	-1	-1	-5
O=C(CCc1nc2ccccc2[nH]1)Nc1ccc2c(c1)OCO2	1	-5	-1	0.9	16	0	4	18	1
CCOC(=O)C1CCN(C(=O)COC(=O)CNC(=O)c2sc3ccccc3c2Cl)CC1	-1	3	-1	0.2	11	0	4	19	-3
O=C(NC(Cc1c[nH]c2ccccc12)C(=O)OCC(=O)c1cccc2ccccc12)c1cccs1 (stereo not given)	0	-2	-5	1.1	-5	10	6	15	-3
O=C(CSc1nnc2c(n1)[nH]c1ccccc12)NCc1ccccc1F	-2	-1	-3	-0.7	13	-1	8	-6	-3
COC(=O)c1ccc(OCC(O)Cn2nnc3ccccc32)cc1 (stereo not given)	-2	1	-8	0.9	10	-2	-2	2	3
CC(=O)c1cccc(NC(=O)Cn2cc3c(n2)CCCC3)c1	1	13	2	-1.0	24	-2	14	8	-3
C[C@H](CO)N1C[C@H](C)[C@@H](CN(C)Cc2ccc(Cl)c(Cl)c2)Oc2c(NC(=O)Cc3ccccc3)cccc2C1=O	-6	19	6	-0.5	0	-11	-6	17	6
CN(CCC#N)C(=O)CSc1nnc(-c2ccco2)n1N	0	-5	7	0.3	5	0	11	13	-1
COc1ccc(C(=O)c2c3ccc([N+](=O)[O-])cc3[n+]([O-])n2CCCC(N)=O)cc1	-6	-14	-16	-0.9	7	-1	-73	-4	13
Nc1nc(-c2c(Cl)cccc2Cl)no1	-3	-34	-8	1.2	-12	1	-18	-14	4
COC(=O)CN1C(c2ccccc2O)Nc2ccc(Br)cc2C1c1ccccc1 (stereo not given)	0	15	21	-7.5	-4	1	4	32	-2
CCNC(=S)NNC(=O)c1csc2c1CCC(C)C2 (stereo not given)	2	24	-11	-1.3	23	-1	20	6	-5
C=CCN(c1ccccc1)S(=O)(=O)c1cccc(C(=O)NCC(c2ccc(F)cc2)N2CCOCC2)c1 (stereo not given)	-3	7	8	-0.3	11	2	13	6	-4
O=C(Nc1ccc(-n2nncc2-c2ccco2)cc1)c1cccc(F)c1	-3	13	31	-1.3	-5	-4	-21	15	-3
COc1ccc(Cl)cc1NC(=O)CN(c1ccccc1)S(=O)(=O)N(C)C	1	27	-6	0.7	0	-8	-4	20	0
Cc1csc(SCC(=O)N2CCN(S(=O)(=O)c3ccc(Cl)cc3)CC2)n1	-1	26	16	-0.6	4	9	5	0	1
O=C(O)Cn1nnc(-c2ccc(OCc3ccccc3Cl)cc2)n1	1	32	11	x	18	0	9	15	-3
CC12CC(O)C3c4ccc(O)cc4CCC3C1CCC2=O (stereo not given)	-4	-6	1	3.4	-1	0	2	6	-3
CN(C)CC(C)(C)CNS(=O)(=O)c1ccc(Cl)c(Cl)c1	-2&-2	-2&11	-7&12	-0.9&0.7	10&2	-2&-2	10&8	13&12	-3&-3
N#Cc1ccc(CSc2nc(N)cc(=O)[nH]2)cc1	-3	6	-4	1.2	14	-1	-1	14	-3
CCOC(=O)/C(=N\NC(=O)c1ccccc1)c1ccccc1	-2	-26	-44	1.2	28	-1	7	6	-1
Cc1ccc(C(C)C)c(OCC(=O)NN=C2CCCC2)c1	-2	22	-1	0.8	20	-1	-9	7	-2
Cc1ccc(NC(=O)CCNS(=O)(=O)c2ccc3c(c2)CCC(=O)N3)c(Br)c1	-2	16	1	-2.8	0	0	41*	12	-2
O=C1c2ccccc2NC(c2ccc([N+](=O)[O-])cc2)N1O (stereo not given)	0	2	13	-0.6	44	0	-5	14	-1
Cc1cc(C(=O)NC(CC(C)C)C(=O)O)cc(C)c1[N+](=O)[O-] (stereo not given)	0	-12	-9	0.8	-11	-2	-24	-3	-3
